High-throughput results: PubChem BioAssay, several laboratories
Rev-RRE block – HIV Rev-RRE protein-RNA interaction inhibition | AID 704 | hit rate 0.79% among 97,000 | Rev peptide-RRE RNA binding, FRET | P05866 | inhibition, % at 8 µM;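 active means inhibition above the screen-wide mean plus 3 SD, cut at about 35% in these data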;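 further: 0% = median DMSO wells and 100% = median Neomycin B control wells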
Target sequence (P05866 whole entry, looked up): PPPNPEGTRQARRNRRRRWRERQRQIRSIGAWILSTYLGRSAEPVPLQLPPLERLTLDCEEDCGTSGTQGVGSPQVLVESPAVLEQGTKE
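Test system: Cy5-tagged RRE RNA duplex with fluorescein-tagged Rev peptide; Probe or stimulus: labelled Rev peptide; Schedule: 5 min preincubation and 15 min binding, 25 °C; Signal: FRET fluorescence readout; Evaluation: % inhibition from 671/540 nm acceptor-to-donor ratio, scaled between controls; Control set: DMSO and neomycin B.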
Plk1 PBD FP – Plk1 (human) PBD binding inhibition | inhibition, %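 (tested at about 20 µM)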 | AID 693 | hit rate 0.13% among 97,000 | P53350 | Plk1 PBD phosphopeptide binding, fluorescence polarization; in the data active means inhibition above about 34%, passing the limit was not always enough
PLAP activator – activates human placental alkaline phosphatase; P05187; purified PLAP enzyme, luminescent substrate read-out; hits give high values; activation fold at 20 µM; hit rate 1.2% among 96,000; in the data active means activation fold above about 2
CYP2C19 activ – activators of human cytochrome P450 2C19; activation factor at 5 µM; AID 1025; P33261; recombinant CYP2C19, luciferin-H EGE luminescence; hits give high values; 0 = fully inhibited enzyme, 1 = untreated enzyme; 96,000 tested, under 10 active;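 active means activation factor of at least 2 at 5 µM in the primary screen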;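 further: 0 = wells with 2.5 mM tranylcypromine and 1 = vehicle-only wells; values of inactives mirror those of a sister screen read the other way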
CYP2C9 inhib – blocks human cytochrome P450 2C9 | CYP2C9 Supersomes, luciferin-H conversion, luminescence | inhibition, % at 5 µM | hit rate 20% among 96,000;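 active means blocking of liver enzyme CYP2C9 beyond about 50% at 5 µM, limit read from the data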; further: values of inactives mirror those of a sister screen read the other way
Target sequence (P11712 whole entry, looked up): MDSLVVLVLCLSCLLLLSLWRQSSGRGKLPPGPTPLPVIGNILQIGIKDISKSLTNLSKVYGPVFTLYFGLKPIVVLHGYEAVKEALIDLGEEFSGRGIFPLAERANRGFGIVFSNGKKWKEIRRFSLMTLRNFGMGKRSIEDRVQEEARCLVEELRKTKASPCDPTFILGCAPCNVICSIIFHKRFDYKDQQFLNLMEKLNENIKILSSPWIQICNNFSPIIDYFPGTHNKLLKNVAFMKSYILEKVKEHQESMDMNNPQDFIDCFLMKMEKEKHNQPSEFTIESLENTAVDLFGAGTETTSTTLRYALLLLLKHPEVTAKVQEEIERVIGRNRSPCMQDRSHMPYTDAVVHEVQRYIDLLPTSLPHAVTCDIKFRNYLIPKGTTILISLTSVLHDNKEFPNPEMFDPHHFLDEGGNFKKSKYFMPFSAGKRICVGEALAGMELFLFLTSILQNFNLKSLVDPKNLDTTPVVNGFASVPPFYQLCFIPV
CYP2C19 inh – blocks human cytochrome P450 2C19 | P33261 | hit rate 21% among 96,000 | CYP2C19 Supersomes, luciferin-H EGE luminescence, 30 min | inhibition, % at 5 µM | AID 778;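 active means CYP2C19 inhibition above a set limit at 5 µM in the primary screen, cut at about 50% in these data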;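 further: plate controls were negative control wells for no effect and 2.5 mM tranylcypromine positive control for full effect; values of inactives mirror those of a sister screen read the other way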
CYP2C9 activ – activators of human CYP2C9; P11712; recombinant CYP2C9, luciferin-H conversion, luminescence; hits give high values; factor 1 = untreated enzyme, 0 = blocked; activation factor at 5 µM; hit rate 1.4% among 96,000; AID 1024;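 active means activation factor of 2 or more for CYP2C9 at a 5 µM dose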;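 further: 0 = sulfaphenazole-blocked wells and 1 = vehicle-only wells; values of inactives mirror those of a sister screen read the other way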
EphB4 ephrin blk – EphB4-ephrin-B2 interaction antagonism | P54760 | EphB4 LBD / TNYL-RAW-Alexa532 peptide, fluorescence polarization | inhibition, % at 7 µM | hit rate 0.15% among 97,000 | AID 720;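 active means inhibition above the screen-wide mean inhibition plus 3 SD, cut at about 15% in these data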;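 further: 0% = DMSO wells and 100% = excess unlabeled TNYL-RAW peptide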
PLK1 kinase inh – PLK1 (human) kinase inhibition | recombinant PLK1 kinase, TR-FRET peptide phosphorylation | inhibition, % at 10 µM | AID 619 | hit rate 0.53% among 97,000;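 active means inhibition of 50% or more in the single-concentration screen; inactive means inhibition below 50%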;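 further: 0% = DMSO max control and 100% = H-89 dihydrochloride min control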
An asterisk follows results filed as active; . = no result given. Rows were taken by chance. Share with any hit: about 29%.

SMILES	Rev-RRE block	Plk1 PBD FP	PLAP activator	CYP2C19 activ	CYP2C9 inhib	CYP2C19 inh	CYP2C9 activ	EphB4 ephrin blk	PLK1 kinase inh
Cc1ccc(-n2nc3c(c2NC(=O)c2ccc(S(=O)(=O)N4CCOCC4)cc2)CSC3)c(C)c1	4	-13	1.4	0.9	67*	13	0.3	5	-11
COc1ccc(NS(=O)(=O)c2ccc(NS(C)(=O)=O)cc2)cc1	4	9	0.9	0.8	16	17	0.8	-1	-10
O=C(Nc1ccccc1Cl)c1cc(S(=O)(=O)N2CCOCC2)cs1	8	-17	0.8	0.9	-1	12	1	3	-2
CCCCOC(=O)Nc1nc(CC(=O)OCC)cs1	2	-14	1	0.1	82*	91*	0.2	5	-2
CC1CCCCC1NC(=O)Cn1cnc2ccccc2c1=O (stereo unspecified)	6	16	0.9	1	-13	-2	1.1	-2	-49
O=C(O)CCN1Cc2ccccc2C1=O	11	2	0.9	1	-2	-5	1	-4	-14
COc1ccc(OCc2nnc(SC3CCOC3=O)n2-c2ccccc2)cc1 (stereo unspecified)	1	-11	1.2	0.2	27	84*	0.7	-10	-7
CC1Oc2ccccc2N(CC(=O)NCC2CCCO2)C1=O (stereo unspecified)	7	4	1	1	-11	5	1.1	-2	-16
CSc1nc(-c2ccccc2)nc(N2CCCC2)c1C(C)=O	12	1	0.9	0.9	25	6	0.8	4	-14
O=C(CN(CCc1ccccc1)C(=O)CN1C(=O)COc2ccccc21)NCc1ccco1	0	-10	1	0.6	30	36	0.7	-3	-13
COC(=O)C1CCN(Cc2ccc(C)cc2)CC1	7	-14	1.2	0.1	12	85*	0.9	2	-8
Cc1ccc2c(COC(=O)C3=COCCO3)cc(=O)oc2c1	7	0	0.9	0.9	8	11	0.9	2	-8
COc1ccc(-n2c(Cc3cccn3C)nnc2SCC(=O)Nc2ccccc2OC)cc1	.	.	1.4	0.7	48	33	0.5	.	.
COCC(=O)Nc1cc(OC)ccc1OC	0	11	1	0.9	-21	6	1.2	-2	-4
CCO/C=C1/C(=O)N(C(C)=O)c2ccccc21	0	7	.	.	.	.	.	4	0
CCCCNC(=O)CCNC(=O)c1ccc(C(C)(C)C)cc1	2	-23	1	0.7	41	32	0.6	-5	-7
O=C(NCCN1CCOCC1)c1ccc2ccccc2n1	8	-3	0.9	0.8	-50	15	1.5	2	-4
CC(C)N1C(=O)c2ccc(C(=O)O)cc2C1=O	10	4	0.9	0.9	7	12	0.9	7	1
O=C(O)Cn1nnnc1-c1ccc(F)cc1	2	-1	1	1	0	-3	1	5	-13
COc1ccc(CC(=O)OCN2C(=O)c3ccccc3C2=O)cc1	4	-2	0.9	0.5	-14	48	1.1	3	-14
CCOc1ccc(OCc2ccc(C(=O)NCc3ccncc3)o2)cc1	-2	12	0.8	0.1	80*	92*	0.2	-6	-1
Cn1c(SCC(=O)Nc2ccc3nc(SCC(=O)N4CCCC4)sc3c2)nnc1-c1ccc(N)cc1	-8	21	1.8	0.8	38	16	0.6	13	-11
COc1ccc(C(=O)NCCN2CCCC2)cc1OC	6	12	1.2	1.3	9	-27	0.9	-4	-9
CC1(C)C(=O)Nc2ccccc2N1C(=O)COC(=O)Cn1cnc2ccccc2c1=O	-1	3	.	.	.	.	.	-6	0
Cc1cc(C=O)c(C)n1-c1ccc(N2CCCC2)c([N+](=O)[O-])c1	1	18	0.9	0.3	44	70*	0.6	0	9
(next part)
SMILES	Rev-RRE block	Plk1 PBD FP	PLAP activator	CYP2C19 activ	CYP2C9 inhib	CYP2C19 inh	CYP2C9 activ	EphB4 ephrin blk	PLK1 kinase inh
CCOc1ccc(-c2noc(CCC(N)=O)n2)cc1OCC	.	.	1	1.1	-10	-11	1.1	.	.
COc1ccc(Br)cc1/C=N/NC(=O)c1nc(-c2ccccc2)n2c1CCCCC2	-2	-10	1.9	0.4	45	60*	0.5	1	-8
CCOc1ccc(C(=O)NCC(C)C)cc1	4	-16	0.9	1.1	-20	-13	1.2	-2	-7
Cc1ccc(NC(=O)N(C2=NCC(C)S2)c2ccccc2)cc1 (stereo unspecified)	10	-10	.	.	.	.	.	0	-14
O=C(c1ccccc1)N1CCN(c2ccc([N+](=O)[O-])c(NCc3ccco3)c2)CC1	3	11	1	0.2	87*	82*	0.1	0	-11
O=C(Nc1cc(C(F)(F)F)ccc1F)C1CCCC1	6	-30	0.9	1	-14	1	1.1	6	-13
CCOC(=O)c1sc2cccc(Cl)c2c1N	2	6	.	.	.	.	.	-5	-5
COc1ccc2c(OC)cc(-c3ccccc3)nc2c1	18	-6	.	.	.	.	.	9	-5
O=C(CSc1cccc2cccnc12)N1CCCC1	.	.	1.1	0.8	-27	22	1.3	.	.
CCOc1cc(C(=O)Nc2ccc3c4c(cccc24)C(=O)N3CC)cc(OCC)c1OCC	11	-1	1.8	0.9	57*	7	0.4	2	-14
Cc1ccc(-c2cc3ccccc3nc2N2CCCC2)cc1	18	-14	0.9	0.9	7	10	0.9	-2	-11
CC(C(=O)OCC(=O)Nc1ccc2c(c1)OCO2)N1C(=O)c2ccccc2C1=O (stereo unspecified)	3	-41	1.1	0.3	68*	74*	0.3	3	-6
CCC1=NN=C(c2ccc(F)cc2)C(c2c[nH]c3ccccc23)N1O (stereo unspecified)	3	-15	.	.	.	.	.	2	-8
Cc1cc(C(=O)NCC2CCCO2)n(-c2ccccc2)n1 (stereo unspecified)	5	-19	1.1	0.9	10	8	0.9	0	-5
CCN(C(=O)CSc1nc2nc(C)cc(C)n2n1)c1ccccc1	-6	-6	0.9	0.9	36	8	0.6	0	-4
CCC1CCCCN1C(=O)Cn1c(C(=O)OC)cc2ccsc21 (stereo unspecified)	-1	-25	1.1	0.5	38	53*	0.6	3	-13
Cc1ccc(N2CC(C(=O)OCc3ccc([N+](=O)[O-])cc3)CC2=O)cc1 (stereo unspecified)	15	2	0.9	0.7	12	27	0.9	-1	-4
COCCNC(=O)c1ccccc1-c1nc(-c2ccccc2Cl)no1	4	6	1.6	0.5	84*	52*	0.2	-4	-6
CCOc1ccccc1Oc1cn[nH]c1-c1ccc(OC)cc1O	11	2	2.8*	0	98*	100*	0	-1	-3
c1ccc(-c2nc3cnccn3c2Nc2ccc3c(c2)OCCO3)cc1	9	-9	.	.	.	.	.	4	4
O=C(On1c(-c2ccccc2)nc2ccccc2c1=O)c1ccco1	3	-28	0.9	0.9	37	8	0.6	1	-22
C/C(CC(O)c1ccc2ccccc2n1)=N/O (stereo unspecified)	2	-9	1	1	8	1	0.9	0	-7
CCOCCCNS(=O)(=O)c1ccccc1	-1	1	0.9	0.4	1	60*	1	3	28
Cc1nn(CC(N)=O)c(=O)c2ccccc12	4	18	1.2	1.1	-8	-10	1.1	-2	-5
CCCCn1c(C(C)NC(=O)CCC)nc2ccccc21 (stereo unspecified)	4	4	1.3	0.8	25	18	0.7	3	-5
(cont.)
SMILES	Rev-RRE block	Plk1 PBD FP	PLAP activator	CYP2C19 activ	CYP2C9 inhib	CYP2C19 inh	CYP2C9 activ	EphB4 ephrin blk	PLK1 kinase inh
CS(=O)(=O)c1ccc(N)cc1	2	-22	1.1	1	7	5	0.9	7	1
O=C(CSc1nccc(=O)[nH]1)N1CCc2ccccc2C1	4	10	1.5	0.9	17	12	0.8	-2	-8
CS(=O)(=O)N(CC(=O)NCC1CCCO1)c1cc(Cl)cc(Cl)c1 (stereo unspecified)	0	13	0.9	0.9	-21	10	1.2	-4	-13
O=C(CN(C1CCCCC1)S(=O)(=O)c1ccccc1)NCc1ccco1	4	0	.	.	.	.	.	-1	-14
CC(CCc1ccccc1)NC(=O)CN1CCN(Cc2ccc(Cl)cc2)C1=O (stereo unspecified)	2	-19	1.5	0.3	56*	71*	0.4	-3	-4
CC(C)(C)n1nnnc1C(c1ccncc1)N1CCCCCC1 (stereo unspecified)	3	-4	1.5	0.2	73*	83*	0.3	1	3
CCCCOc1ccc(OCCNS(=O)(=O)N(C)C)cc1	5	0	0.8	0.5	40	54*	0.6	-8	-3
O=C(C1CCN(S(=O)(=O)c2cccc3nsnc23)CC1)N1CCN(c2ccccc2F)CC1	1	-20	1.1	1.1	-38	-6	1.4	-2	3
COC(=O)c1c(N(S(C)(=O)=O)S(C)(=O)=O)sc2c1CCN(c1ncc(C(F)(F)F)cc1Cl)C2	7	-4	1.7	0.8	36	24	0.6	4	-2
O=C(NCc1ccccc1)c1ccc(S(=O)(=O)C(F)F)cc1	6	8	0.9	0.3	9	68*	0.9	0	-12
Cc1cc(C)c2nc(NC(=O)c3cc(C)on3)sc2c1	-1	-4	1	1.1	0	-7	1	-3	-8
